DRD3 agonist = activates the human D3 dopamine receptor | P35462 | D3R DiscoveRx beta-arrestin cells, luminescence, 90 min | max activation, % | 0.58% of 410,000 active; in the data active means max activation above about 30%; further: 0% is about no effect; mostly tested at two doses, the higher about 12 µM
Target sequence (P35462 whole entry, looked up): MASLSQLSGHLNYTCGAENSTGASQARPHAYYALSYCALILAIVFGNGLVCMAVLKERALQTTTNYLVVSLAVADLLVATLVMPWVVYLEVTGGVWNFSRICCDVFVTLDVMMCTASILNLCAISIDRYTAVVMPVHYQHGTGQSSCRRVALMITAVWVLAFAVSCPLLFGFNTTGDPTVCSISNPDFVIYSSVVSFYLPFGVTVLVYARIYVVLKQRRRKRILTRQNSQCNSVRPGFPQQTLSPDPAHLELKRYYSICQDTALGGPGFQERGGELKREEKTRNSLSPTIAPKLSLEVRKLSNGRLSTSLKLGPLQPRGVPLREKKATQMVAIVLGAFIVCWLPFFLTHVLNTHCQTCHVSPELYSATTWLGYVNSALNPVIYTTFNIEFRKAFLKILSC
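Agonist-mode cell screen: cells plated at 1500/well and incubated overnight at 37 °C, then exposed to library compounds for 90 min at 37 °C. Detection reagent was added for 30–60 min at room temperature, and luminescence was read.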
HT1080 IDH1KD tx = toxicity to HT-1080 IDH1 knockdown cells (counter line). HT-1080 IDH1 knockdown viability, ATP luminescence, 48 h. Potency, µM (highest dose often 46.1 µM), for the others: top-dose activity, negative = toxicity, usual class: cytotoxic. 2% of 360,000 active. AID 686971;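 further: potency means the concentration at half of the fitted maximal effect; 0% = DMSO wells and -100% = cell-free medium wells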
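Using the IDH1-knockdown HT-1080 line run in the same batch and compound series as the NT line, viability after 48 h at 37 °C was determined by CellTiter-Glo luminescence and expressed as % activity.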
IL-1B inflam inh = inhibitors of inflammasome signaling (IL-1 beta secretion). AID 743279. THP-1 LPS/ATP IL-1B secretion, AlphaLISA, 16 h; stronger effect = lower value. activity change, % at 57.5 µM. 4.7% of 360,000 active; in the data active means activity change below about -50%; inconclusive means mostly about -30% to -49%; further: on the % scale 0 is the no-effect control and ±100 the full control effect
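THP-1 cells pretreated 1 hr with compounds (up to 57.5 uM final), then stimulated with LPS (250 ng/mL final) plus ATP (1.25 mM final); secreted IL-1B measured by AlphaLISA after 16 hr, decreased signal indicating inhibition.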
D3 antag = antagonists of human D3 dopamine receptor | P35462 | max response, negative = inhibition, % | D3R cells, DiscoveRx beta-arrestin luminescence, antagonist mode; stronger effect = lower value | 2.5% of 360,000 active; in the data active means max response below about -50%; inconclusive means no clear call, values can overlap the other calls; further: on the % scale 0 is the no-effect control and ±100 the full control effect; mostly tested at two doses, the higher about 12 µM
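Cells expressing the human receptor were seeded at 1500 cells/well, incubated overnight at 37 degrees C in 5% CO2, then exposed to library compounds with dopamine controls for 90 minutes at 37 degrees C before luminescent detection.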
SW480 rereplic = inducers of DNA re-replication in SW480 colon cancer cells. SW480 DNA re-replication, Hoechst DNA content imaging, 48 h. Potency, µM (doses to about 46.1 µM), for inactives: at the highest dose re-replication activation, usual class: activators. 1.8% of 340,000 active. AID 624297; further: potency means the concentration at half of the fitted maximal effect; % of control where 0% means no effect; nearly all actives have a fitted effect of over 55% in size
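First, 250 cells per well were seeded. Next, compound or vehicle (23 nL) was pinned in, plates sat 48 hr at 37 C. Finally Hoechst was added for 40 min before fluorescence scanning.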
GLP-1R agonist = activates the human GLP-1 receptor | P43220 | HEK293 GLP-1R CRE-luciferase, luminescence, 4-6 h; cells express a hypersensitive GLP-1R form | Potency, µM (top dose mostly 45.6 µM), for inactives: top-dose activation, most hits filed as activators | 0.007% of 380,000 active | AID 624172; further: potency means the concentration at half of the fitted maximal effect; % of control where 0% means no effect
Target sequence (P43220 whole entry, looked up): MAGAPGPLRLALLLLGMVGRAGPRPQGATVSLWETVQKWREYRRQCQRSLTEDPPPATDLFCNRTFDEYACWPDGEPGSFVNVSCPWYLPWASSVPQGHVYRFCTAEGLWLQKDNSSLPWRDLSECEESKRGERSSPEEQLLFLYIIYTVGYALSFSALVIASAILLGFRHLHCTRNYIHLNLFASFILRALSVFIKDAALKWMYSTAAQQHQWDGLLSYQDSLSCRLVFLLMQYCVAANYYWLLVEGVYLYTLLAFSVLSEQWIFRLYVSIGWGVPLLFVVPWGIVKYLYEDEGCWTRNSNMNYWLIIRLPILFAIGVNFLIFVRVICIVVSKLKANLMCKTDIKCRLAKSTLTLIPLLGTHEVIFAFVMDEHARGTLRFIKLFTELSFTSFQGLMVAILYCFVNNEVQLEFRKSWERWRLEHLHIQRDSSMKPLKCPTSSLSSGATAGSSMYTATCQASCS
KB-3-1 cytotox = kills parental KB-3-1 adenocarcinoma cells | KB-3-1 viability, CellTiter-Glo ATP luminescence, 72 h | Potency, µM (top dose mostly 46.1 µM), without a hit: at the top dose activity change, negative = cytotoxic, hits mostly cytotoxic | 1.4% of 400,000 active; further: potency means the concentration at half of the fitted maximal effect; on the % scale 0 is the no-effect control and ±100 the full control effect; nearly all actives have a fitted effect of over 60% in size
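72 h, 37 °C compound treatment of KB-3-1 parental cells; CellTiter-Glo added, 10 min, luminescence read. Data corrected against DMSO-only plates and normalized before curve fitting.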
KB-V1 cytotox = KB-V1 MDR subline cytotoxicity. 3.4% of 400,000 active. AID 1347076. KB-V1 MDR cells viability, CellTiter-Glo, 72 h. Potency, µM (top dose mostly 46.1 µM), for inactives: at the highest dose activity change, negative = cytotoxicity, hits mostly cytotoxic; further: potency means the concentration at half of the fitted maximal effect; on the % scale 0 is the no-effect control and ±100 the full control effect; nearly all actives have a fitted effect of over 60% in size
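Following 72 h at 37 degrees C with compound, KB-V1 cell viability was read by CellTiter-Glo luminescence, medium being phenol-red-free DMEM plus 10% FBS; concentration-response parameters came from normalized, curve-fitted qHTS data.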
HT1080NT lethal = kills 2HG-producing HT-1080-NT fibrosarcoma cells | HT-1080-NT fibrosarcoma viability, CellTiter-Glo ATP luminescence, 48 h | Potency, µM (highest dose often 46.1 µM), for the others: at the top dose activity, negative = less viability, actives largely listed as cytotoxic | 1.6% of 360,000 active;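 further: NT is the 2HG producing partner of a matched IDH1 knockdown line; potency means the concentration at half of the fitted maximal effect; 0% = DMSO-treated cells and -100% = media-only wells without cells; nearly all actives have a fitted effect of over 55% in size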
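Compounds were tested in concentration-response format on HT-1080-NT cells for 48 hours at 37 degrees C. Cell viability came from CellTiter-Glo luminescence; curves were classified by r2, response magnitude and activity.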
* = called active by the depositor; [ ] = dose if it differs, or a comment. Unless noted, the call rests on the fitted dose curve; in most records, active means well fitted curve in the direction sought with a large enough effect; inconclusive means small, poorly fitted or top-dose-only effect, or another doubt; inactive means no such curve, though single readings can be large; an effect the other way counts as inactive or inconclusive.

Screening COc1ccccc1OCCn1cc(/C=N/NC(=O)c2ccncc2)c2ccccc21 returned DRD3 agonist 3, HT1080 IDH1KD tx -13%, IL-1B inflam inh -7, D3 antag 9, SW480 rereplic -2%, GLP-1R agonist 15%, KB-3-1 cytotox -6%, KB-V1 cytotox -25% and HT1080NT lethal -26%.
Screening CS(=O)(=O)Nc1ccc(C(=O)NCc2ccco2)cc1 returned DRD3 agonist 7, HT1080 IDH1KD tx 11%, IL-1B inflam inh -4, D3 antag -26, SW480 rereplic -2%, GLP-1R agonist -7%, KB-3-1 cytotox 5%, KB-V1 cytotox -4% and HT1080NT lethal 6%.
`O=C(COC(=O)c1ccc(Cl)c(S(=O)(=O)N2CCCC2)c1)NC1CCCC1` gave DRD3 agonist -9, HT1080 IDH1KD tx 2%, IL-1B inflam inh 3, D3 antag 8, SW480 rereplic -2%, GLP-1R agonist 13%, KB-3-1 cytotox 1%, KB-V1 cytotox 19% and HT1080NT lethal 2%.
Screening Cn1c(=O)c2c(ncn2CC(=O)N/N=C/C=C/c2ccco2)n(C)c1=O returned DRD3 agonist 6, HT1080 IDH1KD tx 10%, D3 antag -6, SW480 rereplic -48%[inhibitor], GLP-1R agonist 3%, KB-3-1 cytotox 15%, KB-V1 cytotox -2% and HT1080NT lethal 11%.
Screening O=C(Cc1cccs1)NCCn1ccc2ccccc21 returned DRD3 agonist -4, HT1080 IDH1KD tx -2%, IL-1B inflam inh -15, D3 antag -7, SW480 rereplic inconclusive, GLP-1R agonist 0%, KB-3-1 cytotox 2%, KB-V1 cytotox 7% and HT1080NT lethal 4%.
For F[B-](F)(F)c1cc2ccccc2s1 the results were DRD3 agonist 13, HT1080 IDH1KD tx 3%, IL-1B inflam inh -70*, D3 antag 7, SW480 rereplic 3%[9.22 µM], GLP-1R agonist 0%, KB-3-1 cytotox inconclusive, KB-V1 cytotox -5% and HT1080NT lethal -7%.
CCOC(=O)N1CCN(C(=O)c2cccc(-n3c(=S)[nH]c4cc(Cl)ccc4c3=O)c2)CC1 was read as DRD3 agonist 8, HT1080 IDH1KD tx -2%, IL-1B inflam inh -1, D3 antag 11, SW480 rereplic -9%, GLP-1R agonist 3%, KB-3-1 cytotox 15%, KB-V1 cytotox -4% and HT1080NT lethal 4%.
Screening COc1ccc(NC(=O)C2c3ccccc3OCC(=O)N2CC(F)(F)F)cc1 (centres undefined) returned DRD3 agonist 2, HT1080 IDH1KD tx 14%, IL-1B inflam inh -6, D3 antag -23, GLP-1R agonist 3%, KB-3-1 cytotox 8%, KB-V1 cytotox -29% and HT1080NT lethal -4%.
CCCCC1Cc2[nH]c(=S)[nH]c(=O)c2C(c2ccc(F)cc2)O1 (centres undefined) was read as DRD3 agonist 1, HT1080 IDH1KD tx 13%, IL-1B inflam inh 6, D3 antag -17, GLP-1R agonist -3%, KB-3-1 cytotox 0%, KB-V1 cytotox -10% and HT1080NT lethal 8%.
Screening COc1ccc(N=Nc2c(C)n[nH]c2C)cc1 returned DRD3 agonist -5, HT1080 IDH1KD tx -6%, IL-1B inflam inh -28, D3 antag -11, SW480 rereplic -2%, GLP-1R agonist 19%, KB-3-1 cytotox inconclusive, KB-V1 cytotox inconclusive and HT1080NT lethal -13%.
Screening C=CSc1sc(Cl)c(N(C)C)c1[N+](=O)[O-] returned DRD3 agonist -2, HT1080 IDH1KD tx -6%, IL-1B inflam inh -6, D3 antag 22, SW480 rereplic -13%, GLP-1R agonist 0%, KB-3-1 cytotox 9%, KB-V1 cytotox 30% and HT1080NT lethal 8%.
`CCCCC(=O)Nc1cccc(C(=O)N/N=C/c2ccc(OC)cc2OC)c1` gave DRD3 agonist -5, HT1080 IDH1KD tx -7%, IL-1B inflam inh -6, D3 antag 0, SW480 rereplic 5%, GLP-1R agonist 0%, KB-3-1 cytotox 7%, KB-V1 cytotox -1% and HT1080NT lethal -9%.

Reprinted from the part before: three entries, followed by the next part.
Screening COc1ccc(N=Nc2c(C)n[nH]c2C)cc1 returned DRD3 agonist -5, HT1080 IDH1KD tx -6%, IL-1B inflam inh -28, D3 antag -11, SW480 rereplic -2%, GLP-1R agonist 19%, KB-3-1 cytotox inconclusive, KB-V1 cytotox inconclusive and HT1080NT lethal -13%.
Screening C=CSc1sc(Cl)c(N(C)C)c1[N+](=O)[O-] returned DRD3 agonist -2, HT1080 IDH1KD tx -6%, IL-1B inflam inh -6, D3 antag 22, SW480 rereplic -13%, GLP-1R agonist 0%, KB-3-1 cytotox 9%, KB-V1 cytotox 30% and HT1080NT lethal 8%.
`CCCCC(=O)Nc1cccc(C(=O)N/N=C/c2ccc(OC)cc2OC)c1` gave DRD3 agonist -5, HT1080 IDH1KD tx -7%, IL-1B inflam inh -6, D3 antag 0, SW480 rereplic 5%, GLP-1R agonist 0%, KB-3-1 cytotox 7%, KB-V1 cytotox -1% and HT1080NT lethal -9%.
CCCn1ccc2c(OCC(=O)Nc3ccc(NC(C)=O)cc3)cccc2c1=O was read as DRD3 agonist 7, HT1080 IDH1KD tx -1%, IL-1B inflam inh -13, D3 antag -1, SW480 rereplic 6%, GLP-1R agonist 6%, KB-3-1 cytotox 5%, KB-V1 cytotox 5% and HT1080NT lethal -3%.
`Cc1[nH]c2ccccc2c1/C=C/c1nc2ccccc2c(=O)n1-c1cccc([N+](=O)[O-])c1` gave DRD3 agonist 5, HT1080 IDH1KD tx inconclusive, IL-1B inflam inh 1, D3 antag -21, SW480 rereplic inconclusive, GLP-1R agonist -2%, KB-3-1 cytotox -24%, KB-V1 cytotox inconclusive and HT1080NT lethal inconclusive.
Screening CC(NC(=O)c1ccc(Cl)s1)C1CCCO1 (centres undefined) returned DRD3 agonist 10, HT1080 IDH1KD tx 10%, IL-1B inflam inh 8, D3 antag 6, SW480 rereplic 0%, GLP-1R agonist -16%, KB-3-1 cytotox 11%, KB-V1 cytotox -11% and HT1080NT lethal 7%.
`O=S(=O)(c1cc(C(F)(F)F)ccc1Cl)N1CCN(c2ncnc3ccccc23)CC1` gave DRD3 agonist 5, HT1080 IDH1KD tx -21%, IL-1B inflam inh -16, D3 antag 34, SW480 rereplic inconclusive, GLP-1R agonist 15%, KB-3-1 cytotox inconclusive, KB-V1 cytotox inconclusive and HT1080NT lethal inconclusive.
Screening COc1cc(/C=c2\s/c(=C(/C#N)C(=O)N3CCCC3)n(-c3ccccc3)c2=O)ccc1O returned DRD3 agonist 2, HT1080 IDH1KD tx 8%, IL-1B inflam inh 5, D3 antag 0, SW480 rereplic 13%, GLP-1R agonist 0%, KB-3-1 cytotox 1%, KB-V1 cytotox -24% and HT1080NT lethal -2%.
`Cc1cccc(OCc2nc3c4c(ncn3n2)-c2ccccc2CC42CCCC2)c1` gave DRD3 agonist 4, HT1080 IDH1KD tx 6%, IL-1B inflam inh 17, D3 antag 7, SW480 rereplic -2%, GLP-1R agonist -5%, KB-3-1 cytotox 3%, KB-V1 cytotox inconclusive and HT1080NT lethal 8%.
For CCN(CC)S(=O)(=O)c1cc(NC(=O)Cn2cnc3ccccc3c2=O)ccc1C the results were DRD3 agonist -3, HT1080 IDH1KD tx -10%, IL-1B inflam inh 2, D3 antag -18, SW480 rereplic 15%, GLP-1R agonist 0%, KB-3-1 cytotox -5%, KB-V1 cytotox 0% and HT1080NT lethal 1%.
Screening CSc1cc(-c2ccc(Cl)cc2)c(C(=O)NC(C)C)s1 returned DRD3 agonist 3, HT1080 IDH1KD tx 10%, IL-1B inflam inh -14, D3 antag 6, SW480 rereplic inconclusive, GLP-1R agonist -5%, KB-3-1 cytotox 5%, KB-V1 cytotox -13% and HT1080NT lethal 18%.
O=C(O)C1CCCCC1C(=O)Nc1nccs1 (centres undefined) was read as DRD3 agonist -5, HT1080 IDH1KD tx 10%, IL-1B inflam inh 17, D3 antag -10, SW480 rereplic -1%, GLP-1R agonist 54%, KB-3-1 cytotox 0%, KB-V1 cytotox 5% and HT1080NT lethal 2%.
For COc1ccccc1Oc1nc(-c2cccnc2)nc2ccccc12 the results were DRD3 agonist -12, HT1080 IDH1KD tx -3%, IL-1B inflam inh -9, D3 antag -8, SW480 rereplic 5%[1.84 µM], GLP-1R agonist -5%, KB-3-1 cytotox 8%, KB-V1 cytotox 1% and HT1080NT lethal -18%.
Screening O=[N+]([O-])c1cc(S(=O)(=O)N2CCCC2)ccc1N/N=C1/CCCc2ccccc21 returned DRD3 agonist 2, HT1080 IDH1KD tx 11%, IL-1B inflam inh 16, D3 antag 2, SW480 rereplic -1%, GLP-1R agonist -5%, KB-3-1 cytotox 19%, KB-V1 cytotox 11% and HT1080NT lethal 7%.
Screening COc1cccc(NC(=O)CSc2nc3ccccc3c(=O)n2Cc2cccs2)c1 returned DRD3 agonist 29, HT1080 IDH1KD tx -1%, IL-1B inflam inh 0, D3 antag 14, SW480 rereplic 5%, GLP-1R agonist -3%, KB-3-1 cytotox -2%, KB-V1 cytotox 5.2µM* and HT1080NT lethal 10%.
For Cn1cccc1Cc1nnc(SCC(=O)Nc2ccc(F)cc2F)n1-c1ccc(F)cc1 the results were DRD3 agonist -2, HT1080 IDH1KD tx 4%, IL-1B inflam inh -10, D3 antag -1, SW480 rereplic -1%, GLP-1R agonist -3%, KB-3-1 cytotox 0%, KB-V1 cytotox -12% and HT1080NT lethal -1%.
For COC(=O)c1cc(Cl)ccc1NC(=O)CSc1ncc(S(=O)(=O)c2ccc(Br)cc2)c(=O)[nH]1 the results were DRD3 agonist 1, GLP-1R agonist -5%, KB-3-1 cytotox -1% and KB-V1 cytotox inconclusive.
`COc1ccc2nc3oc(C(=O)NC4CCN(Cc5ccccc5)CC4)cc3cc2c1` gave DRD3 agonist 1, HT1080 IDH1KD tx -21%, IL-1B inflam inh -9, D3 antag 10, SW480 rereplic -4%, GLP-1R agonist -3%, KB-3-1 cytotox inconclusive, KB-V1 cytotox inconclusive and HT1080NT lethal inconclusive.

Screening data: PubChem, National Center for Advancing Translational Sciences (NCATS)
